HEK293 NFkB inh: inhibitors of the PMA/ionomycin-induced NF-kB reporter in HEK293 cells. HEK-293 NF-kB luciferase reporter, luminescence. inhibition, % at 3 µM. 0.21% of 62,000 active;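 active = inhibition above the mean of all tested compounds plus 3 SD, cut at about 40% in these data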;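 note: 0% = stimulated DMSO wells and 100% = 10 µM reference inhibitor 5653914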
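Timing: 1 h pretreatment, 16 h stimulation, 37 °C; system: HEK-293 cells with stable firefly luciferase reporter driven by four HIV NF-kB elements; doses: 3 µM once, 0.30% DMSO; measured by: luciferase luminescence; control set: DMSO and 10 µM reference inhibitor; repeats: single test; reagent: PMA plus ionomycin mix as NF-kB-activating stimulus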
M1 ag: agonists of M1 muscarinic receptor; CHO-M1 cells, Fluo-4 calcium fluorescence, agonist mode; stronger effect = higher value; B-score at 10 µM; 3% of 64,000 active;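 active = fluorescence rise, raw or as B-score row- and column-corrected plate score, outside the 99.7% band of its plate's samples, either direction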
HTR1E antagonist: 5-HT1E (human) receptor antagonism | AID 571 | CHO 5-HT1E Ga15 NFAT-bla reporter, FRET, antagonist | P28566 | inhibition, % at 6 µM | 0.99% of 65,000 active;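 active = inhibition above a set limit, the mean inhibition across every tested compound plus 3 SD, cut at about 29% in these data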;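 note: signal is the 460 over 535 nm emission ratio of beta-lactamase substrate; 0% = agonist plus DMSO wells and 100% = wells without agonist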
Target sequence (P28566 whole entry, looked up): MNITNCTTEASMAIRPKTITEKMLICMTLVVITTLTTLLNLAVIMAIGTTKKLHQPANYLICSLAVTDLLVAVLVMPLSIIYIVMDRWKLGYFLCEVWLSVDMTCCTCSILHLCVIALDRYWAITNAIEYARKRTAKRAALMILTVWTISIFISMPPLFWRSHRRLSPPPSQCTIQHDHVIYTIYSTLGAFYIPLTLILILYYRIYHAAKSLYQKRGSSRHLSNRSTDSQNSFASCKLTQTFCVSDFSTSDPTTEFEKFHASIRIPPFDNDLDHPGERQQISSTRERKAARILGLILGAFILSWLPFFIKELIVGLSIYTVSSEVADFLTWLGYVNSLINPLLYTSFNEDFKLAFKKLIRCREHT
HER2 expr 66K: Her2 kinase expression inhibition. P04626. SKBR-3 HER2 protein level, AlphaScreen, 18-24 h; stronger effect = lower value. HER2 level % of control, % at 10 µM. 0.69% of 65,000 active;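 active = HER2 level under 5% of the carrier-only control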;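 note: 100% = DMSO carrier and 0% = 500 nM PU-H71 HSP90 inhibitor; lower value means stronger loss of Her2 protein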
M1 antag: M1 muscarinic receptor (rat) antagonism; P08482; CHO-M1 cells, Fluo-4 calcium, ACh EC80 antagonist mode; stronger effect = lower value; B-score at 10 µM; 3.4% of 64,000 active; AID 628;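 active = calcium fluorescence response, raw or row-and-column corrected B-score, differing from the plate sample mean either way at a set confidence level, mostly lower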
Jurkat tox 60K: cytotoxicity toward Jurkat cells | Jurkat E6.1 viability, ATP luminescence, 48 h | inhibition, % at 4 µM | 1.2% of 56,000 active | AID 463;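 active = inhibition above the mean inhibition of all tested compounds plus 3 SD, cut at about 28% in these data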
S1P1 ag pot: agonists and agonism potentiators of human S1P1 receptor; P21453; S1P1 CRE-bla cells, forskolin, beta-lactamase FRET, potentiator mode; S1P1 agonist co-added at EC20, 2 nM; 100% = saturating reference agonist, 0% = basal; activation, % at 9.5 µM; 0.57% of 56,000 active; AID 449;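 active = activation above a cutoff set at the mean activation of all tested compounds plus 3 SD, cut at about 54% in these data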;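 note: forskolin at 4 µM as EC80 and the EC20 agonist is SEW2871; 100% = SEW2871 at its EC100 plus forskolin at EC80; some compounds past the cut are filed as inactive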
HTR1E agonist: activates the human 5-HT1E serotonin receptor; CHO 5-HT1E Ga15 NFAT-bla reporter, FRET; 0% DMSO wells, 100% control agonist wells; 0.69% of 65,000 active; P28566; activation, % at 6 µM;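 active = activation above a set limit, the screen-wide mean activation plus 3 SD, cut at about 8.5% in these data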;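 note: 100% = positive control agonist at 1 µM giving full maximal response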
S1P3 agonist: S1P3 (human) receptor agonism; Q99500; S1P3 NFAT-BLA reporter cells, FRET ratio; relative to 1 µM S1P, basal subtracted; activation, % at 4.5 µM; 0.1% of 60,000 active; AID 373;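 active = activation above the screen-wide mean plus 3 SD, cut at about 4.5% in these data, passing the limit was not always enough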; note: some compounds called inactive have numbers as strong as hits
Target sequence (Q99500 whole entry, looked up): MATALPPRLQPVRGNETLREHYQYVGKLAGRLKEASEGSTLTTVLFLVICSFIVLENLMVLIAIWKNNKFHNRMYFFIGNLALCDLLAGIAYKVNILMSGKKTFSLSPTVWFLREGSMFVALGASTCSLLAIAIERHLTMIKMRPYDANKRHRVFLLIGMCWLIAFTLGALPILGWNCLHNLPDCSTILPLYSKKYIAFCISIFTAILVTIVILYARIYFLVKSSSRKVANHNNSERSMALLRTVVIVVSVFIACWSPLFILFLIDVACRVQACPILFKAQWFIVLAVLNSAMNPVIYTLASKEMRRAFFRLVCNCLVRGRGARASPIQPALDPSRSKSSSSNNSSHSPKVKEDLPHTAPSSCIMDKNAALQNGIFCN
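Assay system: CHO cells stably expressing human S1P3, Gα16 and NFAT-β-lactamase reporter. Timing: overnight plating, 4 h compound 37 °C, 2 h substrate RT. Signal: β-lactamase FRET emission ratio 460/535 nm. Measure: percent activation versus median 1 µM S1P response, basal-subtracted, per plate. Repeats: primary screen single test, confirmation screen in triplicate.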
Numbers without * were called inactive; x = no result given.

The opening 9 compounds as a preview:
No.	Structure	HEK293 NFkB inh	M1 ag	HTR1E antagonist	HER2 expr 66K	M1 antag
1	Cc1ccc(SCC(=O)NCC(C)C)cc1	10.0	x	1.6	92.8	x
2	CCOC(=O)/C(C(N)=NC(C)C)=C(\O)c1ccccc1	16.6	-1.53	-0.4	131.7	0.479
3	COc1ccccc1NC(=O)c1cccc(S(=O)(=O)N2CCOCC2)c1	-3.9	0.792	8.0	89.1	0.239
4	C=CCn1c(SCC(=O)NCC(=O)OCC)nnc1-c1ccccn1	5.3	0.0534	3.6	78.3	-0.0435
5	Cc1ccc(S(=O)(=O)Cn2nnnc2C(C(C)C)N2CCN(C(=O)c3ccco3)CC2)cc1 (centres undefined)	5.5	-0.205	-3.3	80.3	-0.136
6	O=C(CSc1nc(-c2ccco2)cc(C(F)(F)F)n1)N1CCN(Cc2ccccc2)CC1	-4.7	0.268	-4.9	90.1	-0.126
7	CCC1(COC(NC(=O)c2cccnc2)(C(F)(F)F)C(F)(F)F)COC1	13.3	-0.0542	7.7	92.5	-0.852
8	Brc1ccc(-c2cnc3n2CCCC3)cc1	x	-0.539	-3.5	143.6	-3.02*
9	Cc1nc2c(-c3ccccc3)c(C)nn2c(C)c1CC(=O)O	10.1	-0.259	-3.8	79.9	0.757

No.	Jurkat tox 60K	S1P1 ag pot	HTR1E agonist	S1P3 agonist
1	-4.4	x	-0.1	-0.2
2	6.3	1.8	0.7	-1.1
3	-9.5	-8.2	-0.9	-0.7
4	-19.4	9.6	0.4	-0.4
5	3.3	1.4	0.5	7.2
6	-1.0	18.3	0.7	-0.1
7	8.1	-13.7	6.8	-0.9
8	x	8.3	-0.1	-2.7
9	8.2	-14.6	-0.4	-0.8

All compounds of this part, repeating the preview:
No.	Structure	HEK293 NFkB inh	M1 ag	HTR1E antagonist	HER2 expr 66K	M1 antag
1	Cc1ccc(SCC(=O)NCC(C)C)cc1	10.0	x	1.6	92.8	x
2	CCOC(=O)/C(C(N)=NC(C)C)=C(\O)c1ccccc1	16.6	-1.53	-0.4	131.7	0.479
3	COc1ccccc1NC(=O)c1cccc(S(=O)(=O)N2CCOCC2)c1	-3.9	0.792	8.0	89.1	0.239
4	C=CCn1c(SCC(=O)NCC(=O)OCC)nnc1-c1ccccn1	5.3	0.0534	3.6	78.3	-0.0435
5	Cc1ccc(S(=O)(=O)Cn2nnnc2C(C(C)C)N2CCN(C(=O)c3ccco3)CC2)cc1 (centres undefined)	5.5	-0.205	-3.3	80.3	-0.136
6	O=C(CSc1nc(-c2ccco2)cc(C(F)(F)F)n1)N1CCN(Cc2ccccc2)CC1	-4.7	0.268	-4.9	90.1	-0.126
7	CCC1(COC(NC(=O)c2cccnc2)(C(F)(F)F)C(F)(F)F)COC1	13.3	-0.0542	7.7	92.5	-0.852
8	Brc1ccc(-c2cnc3n2CCCC3)cc1	x	-0.539	-3.5	143.6	-3.02*

No.	Jurkat tox 60K	S1P1 ag pot	HTR1E agonist	S1P3 agonist
1	-4.4	x	-0.1	-0.2
2	6.3	1.8	0.7	-1.1
3	-9.5	-8.2	-0.9	-0.7
4	-19.4	9.6	0.4	-0.4
5	3.3	1.4	0.5	7.2
6	-1.0	18.3	0.7	-0.1
7	8.1	-13.7	6.8	-0.9
8	x	8.3	-0.1	-2.7

The results go on:
No.	Structure	HEK293 NFkB inh	M1 ag	HTR1E antagonist	HER2 expr 66K	M1 antag
9	Cc1nc2c(-c3ccccc3)c(C)nn2c(C)c1CC(=O)O	10.1	-0.259	-3.8	79.9	0.757
10	COc1cc(C(O)P(=O)(OC(C)C)c2ccc(N(C)C)cc2)cc(OC)c1OC (centres undefined)	2.4	0.232	-5.4	124.8	0.229
11	CCNc1nc2c(c(=O)[nH]c(=O)n2C)n1Cc1ccc(F)cc1	8.0	-0.21	9.8	88.0	-1.14
12	O=C(NC1CCCC1)c1nc2c(nnn2Cc2cccc(Cl)c2)c(=O)[nH]1	4.3	0.0481	-2.9	68.5	0.24
13	Cc1cc(NC(=O)c2noc3c2CCc2ccccc2-3)no1	16.2	-0.729	16.7	x	0.000866
14	N#CCCN1CCN(S(=O)(=O)c2ccc(S(=O)(=O)N3CCCC3)cc2)CC1	17.2	0.0676	4.3	118.7	-0.0175
15	O=C1Nc2c(c(=O)[nH]c(=O)n2-c2ccccc2)C1(Nc1ncccn1)C(F)(F)F (centres undefined)	10.7	1.16	1.6	76.0	0.852
16	Cc1ccc(S(=O)(=O)C(C#N)c2nc3ccccc3nc2N2CCCCC2)cc1 (centres undefined)	9.8	0.429	-7.4	86.7	0.0861

No.	Jurkat tox 60K	S1P1 ag pot	HTR1E agonist	S1P3 agonist
9	8.2	-14.6	-0.4	-0.8
10	1.6	-5.9	-0.9	-0.9
11	-7.4	-14.3	0.1	-0.8
12	5.7	12.8	0.0	0.2
13	-4.3	7.9	-0.6	-0.2
14	6.0	-8.0	-0.5	-1.8
15	2.6	-0.8	-0.5	-0.9
16	x	x	1.1	x

New compounds follow.
No.	Structure	HEK293 NFkB inh	M1 ag	HTR1E antagonist	HER2 expr 66K	M1 antag
17	CCOC(=O)C1=C(C)NC(=O)NC1c1ccc(N(CC)CC)cc1 (centres undefined)	7.3	0.825	2.5	93.0	-3.12*
18	Cc1ccc(-c2c3c(=O)n(C)c(=O)n(C)c3cn2N2CCOCC2)cc1	17.7	0.565	16.2	116.9	-0.408
19	CCc1ccc2[nH]c(=O)c(C(c3nnnn3Cc3ccc(OC)cc3)N3CCOCC3)cc2c1 (centres undefined)	9.6	-0.347	-0.5	113.4	0.808
20	Cc1ccc(Cn2c(Sc3nccc(C)n3)nc3c2c(=O)[nH]c(=O)n3C)cc1	8.7	-0.107	-10.4	54.0	0.406
21	Cc1cccc(-n2ncc3c(NCc4ccc5c(c4)OCO5)ncnc32)c1	3.0	0.0428	-0.6	80.8	0.45
22	O=C(c1ccco1)n1nc(NCc2ccccc2)nc1NCc1ccccc1	23.5	-0.631	-2.1	86.5	0.0547
23	CCSc1nc(-c2ccc(OC)cc2)ccc1C#N	11.7	-0.943	5.4	107.0	-0.0143
24	CCCCn1c(SCC(=O)NCc2ccccc2)nc2ccc(N3CCOCC3)cc2c1=O	8.0	-0.984	-4.0	113.2	-0.133

No.	Jurkat tox 60K	S1P1 ag pot	HTR1E agonist	S1P3 agonist
17	-11.3	-13.0	0.8	-0.6
18	6.3	-19.6	-0.5	-0.8
19	-4.3	-6.9	-0.5	0.1
20	x	x	0.1	x
21	-5.3	x	-0.4	0.3
22	0.7	3.3	1.0	-1.7
23	3.5	-6.3	0.0	0.0
24	x	x	0.6	x

Later entries:
No.	Structure	HEK293 NFkB inh	M1 ag	HTR1E antagonist	HER2 expr 66K	M1 antag
25	CN1C(=O)Cn2c1nc1ccccc12	2.2	-0.296	2.5	109.7	0.79
26	CCn1cc(C(=O)NCCCOC)c(=O)c2cc(S(=O)(=O)N(C)C)ccc21	-2.5	-0.126	5.8	61.1	0.223
27	O/N=C1/CCc2nonc2/C1=N/O	-5.1	0.502	1.7	90.5	-0.512
28	COc1cccc(-n2c(Cc3cc(=O)[nH]c(=O)[nH]3)nnc2SCC(=O)Nc2ccccc2)c1	8.3	-0.291	-1.4	90.2	-0.182
29	N#CCCN1CCN(C(=S)c2ccc(-c3ccc(Cl)c(Cl)c3)o2)CC1	-4.8	0.00262	15.8	94.6	-0.00796
30	CCCCN(C)C(=O)Cn1cnc2sc(C)cc2c1=O	1.5	-0.108	3.6	83.7	-0.762
31	CC(=O)Nc1ccc(S(=O)(=O)N2CCC(n3cnc4cc(F)ccc43)CC2)cc1	13.1	0.629	-3.5	67.8	-0.466
32	O=C(CSc1ccc(Cl)cc1)Nn1cnnc1	12.3	-0.377	-6.1	101.7	-0.938

No.	Jurkat tox 60K	S1P1 ag pot	HTR1E agonist	S1P3 agonist
25	6.2	-36.9	0.4	2.7
26	-5.6	-4.5	-0.1	0.7
27	-9.3	-9.0	-0.8	-0.6
28	-1.4	-19.5	0.4	0.3
29	0.4	26.3	-1.0	-1.1
30	-2.9	-22.6	-1.1	0.6
31	9.3	11.6	0.4	-1.3
32	3.9	1.9	-0.5	-1.1

Going on with the list:
No.	Structure	HEK293 NFkB inh	M1 ag	HTR1E antagonist	HER2 expr 66K	M1 antag
33	COc1ccc(C2C(C(N)=O)=C(C)Nc3nc(-c4cccc(Cl)c4)nn32)cc1OC (centres undefined)	15.2	0.0418	6.3	63.1	0.619
34	NCC(O)COc1ccc2c(c1)OCO2 (centres undefined)	14.9	-1.07	13.2	72.2	0.11
35	CC(=O)NCC(=O)N(c1ccccc1)C1(C(=O)NC2CCCCC2)CCCCC1	6.5	-0.619	0.2	120.6	0.0182
36	CCCCc1c(O)nc2n(c1=O)CCS2	13.5	-0.678	-4.6	129.5	0.116
37	COC(=O)c1ccc2c(=O)n(CCCN3CCOCC3)c(=S)[nH]c2c1	14.7	0	-6.0	83.0	-2.36
38	Cc1ccc(-c2cc(C(=O)NCCCN3CCOCC3)no2)cc1	31.4	x	-2.4	x	x
39	Cc1cc(C)c(NC(=O)CSc2nnc(-c3ccco3)n2N)c(C)c1	5.8	-0.12	-0.9	118.9	0.705
40	CCC(=O)Nc1ccc(N2CCN(C(=O)c3ccccc3C)CC2)cc1	7.0	-0.262	2.7	90.8	-0.0183

No.	Jurkat tox 60K	S1P1 ag pot	HTR1E agonist	S1P3 agonist
33	9.4	-23.2	-0.5	-0.3
34	-0.1	2.5	-0.8	-0.7
35	x	x	0.4	x
36	-9.2	0.4	0.1	-0.2
37	-4.7	4.1	0.2	-0.1
38	3.6	-18.2	0.7	-1.0
39	0.0	-1.2	-0.5	-1.0
40	3.3	-45.9	0.0	-0.3

Carrying on.
No.	Structure	HEK293 NFkB inh	M1 ag	HTR1E antagonist	HER2 expr 66K	M1 antag
41	Cc1nnc2sc(-c3cccc(NC(=O)c4cccnc4)c3)nn12	14.0	0.889	-2.4	96.0	0.574
42	COc1ccc(CCNc2ncnc3[nH]ncc23)cc1OC	14.2	0.642	12.4	89.7	0.0132
43	Cc1cccc(OCc2nnc(SCn3nnc4ccccc4c3=O)o2)c1	16.4	0.101	5.2	98.5	-0.832
44	COC(=O)c1cn(NC(=O)c2ccc3c(c2)OCO3)c(=O)c2ccccc12	9.8	2.08	-11.1	59.0	-0.109
45	Cc1[nH]nc2c1C(c1ccccc1F)NC2=O (centres undefined)	-1.1	-0.868	2.6	84.3	0.0953
46	CCOC(=O)Cn1ncc2c(=O)oc3ccccc3c21	15.2	x	-4.8	122.1	x
47	CCCN1C2CCCC1CC(NC(=O)NC1CCCCC1)C2 (centres undefined)	13.6	-0.13	0.3	96.3	-0.41

No.	Jurkat tox 60K	S1P1 ag pot	HTR1E agonist	S1P3 agonist
41	-3.5	-7.7	0.1	-0.6
42	25.4	15.8	-0.4	-1.1
43	7.5	8.5	-0.9	-0.4
44	x	x	0.7	x
45	-5.5	-11.8	0.1	0.7
46	0.0	3.1	0.2	-0.8
47	-3.5	8.7	0.2	-0.5
